Compound activity deposited in PubChem BioAssay by National Center for Advancing Translational Sciences (NCATS).
D2 potentiator – HTS Assay for Positive Allosteric Modulators of the Human D2 Dopamine Receptor: Primary Screen for Potentiators. potentiation, % at 10 µM. AID 485347, 2010. D(2) dopamine receptor (Homo sapiens), P14416. hit rate 0.34% among 340,000. HEK293 T-REx D2, calcium flux, EC20 dopamine potentiation;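 active = potentiation over 3 SD above the plate norm, cut at about 30% in these data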; also: 0% is about no effect
Target sequence (P14416 whole entry, looked up): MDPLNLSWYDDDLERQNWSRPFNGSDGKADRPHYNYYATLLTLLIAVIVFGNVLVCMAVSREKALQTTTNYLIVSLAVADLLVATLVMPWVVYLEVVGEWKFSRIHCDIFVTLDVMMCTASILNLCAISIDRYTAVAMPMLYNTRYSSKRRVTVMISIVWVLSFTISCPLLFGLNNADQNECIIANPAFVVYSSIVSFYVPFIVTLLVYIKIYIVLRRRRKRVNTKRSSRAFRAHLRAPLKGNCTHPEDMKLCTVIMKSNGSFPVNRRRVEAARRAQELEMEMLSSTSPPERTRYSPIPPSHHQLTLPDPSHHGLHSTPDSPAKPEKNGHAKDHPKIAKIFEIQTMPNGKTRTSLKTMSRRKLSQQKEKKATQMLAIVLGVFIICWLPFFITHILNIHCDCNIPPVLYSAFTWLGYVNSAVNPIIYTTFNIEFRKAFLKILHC
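Using a no-wash calcium dye in inducible, force-coupled HEK293 Trex cells expressing D2, we tracked fluorescence each second for 180 s after compound, then for 180 s after EC20 dopamine to detect augmented signalling.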
Vif-APOBEC3G blk – qHTS for Inhibitors of Vif-A3G Interactions: qHTS; HeLa A3G-eYFP + Vif (tagged APOBEC3G with the HIV-1 protein that degrades it), YFP fluorescence, overnight; DNA dC->dU-editing enzyme APOBEC-3G (Homo sapiens), Q9HC16; Potency, µM (doses to about 46.1 µM), for inactives: top-dose activity, negative = active, usual class: inhibitors; hit rate 0.076% among 410,000;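 also: potency is read from the fitted curve at half-maximal effect; % is scaled to controls: 0 for no effect and ±100 for the full control effect; nearly all actives have a fitted effect of over 60% in size; hits raise eYFP signal because A3G escapes Vif-driven loss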
Target sequence (Q9HC16 whole entry, looked up): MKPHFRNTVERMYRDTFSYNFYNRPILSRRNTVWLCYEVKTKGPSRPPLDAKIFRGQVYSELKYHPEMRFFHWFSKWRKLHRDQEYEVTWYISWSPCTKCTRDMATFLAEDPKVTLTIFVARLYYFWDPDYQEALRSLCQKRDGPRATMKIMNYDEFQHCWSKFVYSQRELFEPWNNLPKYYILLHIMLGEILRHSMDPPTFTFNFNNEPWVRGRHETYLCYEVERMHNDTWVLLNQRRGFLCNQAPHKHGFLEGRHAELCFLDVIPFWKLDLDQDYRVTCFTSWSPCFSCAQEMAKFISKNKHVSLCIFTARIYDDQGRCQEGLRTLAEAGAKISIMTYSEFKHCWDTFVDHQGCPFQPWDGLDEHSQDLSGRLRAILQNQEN
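Read-out is eYFP fluorescence (Ex 488/Em 500-530) from Vif-expressing HeLa A3G-eYFP cells; more signal means A3G escaped Vif-mediated degradation. Cells plated overnight, compound pinned in, incubated overnight at 37 deg C.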
D1 antag – Antagonist of Human D 1 Dopamine Receptor: qHTS. D(1A) dopamine receptor (Homo sapiens), P21728. HEK293 TREx D1 cells, calcium flux, dopamine EC80; stronger effect = lower value. activity change, negative = inhibition, % at 10 µM. hit rate 3.2% among 360,000. AID 504652, 2011; in the data active = activity change below about -30%; also: % is scaled to controls: 0 for no effect and ±100 for the full control effect
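Compound effects on dopamine-evoked calcium signalling were measured in tetracycline-induced HEK293 Trex D1 cells. Dopamine at EC80 followed a 180 s compound pre-read, and fluorescence was tracked kinetically for 180 s more.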
D1 PAM – Potentiators of Human D1 Dopamine Receptor: qHTS; D(1A) dopamine receptor (Homo sapiens), P21728; HEK293 TREx D1 cells, calcium flux, dopamine EC20 potentiation; potentiation, % at 10 µM; hit rate 0.036% among 360,000; AID 504651, 2011; in the data active = potentiation above about 30%; also: 0% is about no effect
Glioma ERSR ind – qHTS for Inducers of the Endoplasmic Reticulum Stress Response (ERSR) in Human Glioma: qHTS | U87-MG GRP78 promoter luciferase reporter, 16 h | Potency, µM, for the others: at the top dose activation, most hits filed as activators | hit rate 0.02% among 420,000 | AID 602332, 2012; also: potency is read from the fitted curve at half-maximal effect; series mostly up to about 76 µM; % of control where 0% means no effect; nearly all actives have a fitted effect of over 35% in size
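Stably transfected U87-MG glioma cells carrying a GRP78-based luciferase sensor; 16 h compound incubation. Luminescence end-point read 10 min after Bright-Glo addition at room temperature.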
RXFP1 antagonist – qHTS Assay for Antagonists of the Relaxin Receptor RXFP1 | AID 1259400, 2018 | Relaxin receptor 1 (Homo sapiens), Q9HBX9 | HEK293-RXFP1, relaxin-stimulated cAMP HTRF, 30 min; stronger effect = lower value | activity change, negative = inhibition, % at 57.5 µM | hit rate 0.59% among 350,000;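 active = activity change of -60% or lower, but not beyond a set lower limit; inconclusive = change between -60% and -40%, or beyond the set limit; inactive = change above -40%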; also: % is scaled to controls: 0 for no effect and ±100 for the full control effect
Vif-A3F inh – qHTS for Inhibitors of Vif-A3F Interactions: qHTS. HeLa A3F-eYFP + Vif (tagged APOBEC3F with the HIV-1 protein that degrades it), YFP fluorescence increase. Potency, µM (series often up to 46.1 µM), for the others: at the top dose activity, negative = active. hit rate 0.2% among 390,000; also: potency is read from the fitted curve at half-maximal effect; % of control where 0% means no effect; nearly all actives have a fitted effect of over 65% in size
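HeLa cells stably expressing Vif plus C-terminally eYFP-tagged A3F were seeded, incubated overnight at 37 deg C, dosed with compound, incubated overnight again at 37 deg C. Yellow fluorescence (Ex 488/Em 500-530) reported blocked Vif-mediated A3F-eYFP degradation.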
RXFP1 agonist – qHTS Assay for Agonists of the Relaxin Receptor RXFP1 | Relaxin receptor 1 (Homo sapiens), Q9HBX9 | HEK293T-RXFP1 cAMP TR-FRET, 30 min; response scale: percent of porcine relaxin response, buffer zero | Potency, µM (top dose mostly 57.5 µM), for the others: top-dose activation, hits mostly activators | hit rate 0.3% among 370,000; also: potency is read from the fitted curve at half-maximal effect; % is scaled to controls: 0 for no effect and ±100 for the full control effect; nearly all actives have a fitted effect of over 60% in size; many of its hits are not listed in these tables
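HEK293 cells stably expressing RXFP1, treated 30 min at 37C with compounds plus PDE4 inhibitor Ro 20174; cAMP measured by HTRF TR-FRET. Normalized to buffer and 29 nM porcine relaxin; EC50 by Hill fit.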
D1 agonist – Allosteric Agonists of the Human D1 Dopamine Receptor: qHTS; HEK293 T-REx D1 cells, calcium flux, agonist mode; activation, % at 2 µM; D(1A) dopamine receptor (Homo sapiens), P21728; hit rate 1% among 360,000; in the data active = activation above about 30%; also: 0% is about no effect
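Agonism was scored from calcium flux recorded over 180 s (1 read/s) after pintool compound addition, following a 10-cycle baseline. Cells were inducible force-coupled HEK293 TREx D1, plated overnight at 30 C and loaded with no-wash calcium dye.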
* hit, by the source's call; u = inconclusive; x = not tested or not shown; & = joins results of further samples. Unless noted, calls follow the shape of the dose curve; as a rule, active = well fitted curve in the direction sought with a large enough effect; inconclusive = small, poorly fitted or top-dose-only effect, or another doubt; inactive = no such curve, though single readings can be large; an effect the other way counts as inactive or inconclusive.

SMILES	D2 potentiator	Vif-APOBEC3G blk	D1 antag	D1 PAM	Glioma ERSR ind	RXFP1 antagonist	Vif-A3F inh	RXFP1 agonist	D1 agonist
NC(=O)COc1ccc(-n2cnnn2)cc1	-17	0%	-4	-1	-2%	-2	1%	1.6%	3
COCCN(C(=O)Cc1cccs1)c1nnc(-c2ccncc2)s1	0	1%	-11	-9	1%	4	-3%	1.1%	7
Cc1cc(C)cc(C(=O)NCCc2csc(-c3ccc(C(F)(F)F)cc3)n2)c1	8	-3%	7	6	-1%	-9	0%	3.8%	6
COc1cccc(C2CCCN2Cc2nc(-c3cnccn3)no2)c1 (configuration not stated)	-2	0%	-14	-5	-2%	1	0%	1.2%	1
O=C(O)/C=C/C(=O)Nc1ccc(Oc2ccc(NC(=O)/C=C/C(=O)O)cc2)cc1	7	x	2	-4	x	x	x	0.9%	1
Cc1ccc(S(=O)(=O)N2CCOCCOCCOCCOCCOCC2)cc1	0	2%	20	1	-4%	4	4%	0.3%	3
Brc1ccc(NC2=Nc3ccccc3CC2)cc1	-14	-5%	-30*	-6	7%	0	-11%	1.1%	2
CC(C)OCCCNC(=O)CCCn1c(SCC(=O)c2ccc(F)cc2)nc2c(sc3ccccc32)c1=O	-3	2%	5	-2	-3%	35	5%	5.8%	-1
CCN(CC)CCC#CC(O)(c1ccccc1)C1CCCCC1 (configuration not stated)	-19	2%	-6	1	1%	-4	-2%	0.2%	5
CC(=O)N1CCN(c2nc(N)c(C#N)c(CC#N)c2C#N)CC1	-5	-1%	-65*	-11	-1%	18	-4%	5.4%	2
COc1ccc(C2C(C(=O)N3CCN(C)CC3)c3cc(OC)c(OC)cc3C(=O)N2C)cc1 (configuration not stated)	8	0%	0	-3	-1%	-4	-5%	-3.4%	7
CC(C)OC(=O)c1ccc(N2C(=O)C3CC=CCC3C2=O)cc1 (configuration not stated)	1	3%	2	1	-3%	-1	3%	0.8%	1
Cc1ccnc(SCC(=O)c2cc3ccccc3o2)n1	0	2%	30	3	-2%	-9	1%	6.1%	-1
Cc1sc2c(c1C)c(=O)n(-c1cccc(C(F)(F)F)c1)c(=O)n2Cc1ccccc1C#N	-4	x	1	-1	x	-8	x	1.3%	11
CC(=O)Nc1ccc(S(=O)(=O)N(C#N)c2nc(N(C)C)nc(N(C)C)n2)cc1	-1	4%	-6	-14	-7%	3	-2%	-1.4%	0
N#Cc1nc(COc2ccc(Cl)cc2)oc1NCc1ccc2c(c1)OCO2	5	2%	-17	-7	-2%	-6	-7%	2.5%	5
CCOc1ccc(-c2[nH]nc3c2C(c2ccc(O)cc2)C(C#N)=C(N)O3)cc1 (configuration not stated)	-3	-1%	-12	-8	-1%	-19	-7%	2.6%	2
O=C(NCC(=O)N1CCCC(C(F)(F)F)C1)c1ccccc1Br (configuration not stated)	1	-2%	11	0	3%	8	-8%	-1.2%	1
CC1CCN(CCCNC(=O)CN2C(=O)CSc3ccc(S(=O)(=O)N4CCOCC4)cc32)CC1	-20&-8	0%&2%	-19&-17	-3&-1	0%&-2%	-2&3	1%&0%	0.2%&-0.4%	0&0
CCOc1ccccc1OCCCC(=O)Nc1ccc(Cl)c(S(=O)(=O)N2CCOCC2)c1	-9	-3%	-15	-4	-3%	12	4%	-0.7%	6
Cc1[nH]nc(NNC(=O)c2ccccc2)c1[N+](=O)[O-]	-3	-2%	5	-5	-3%	-2	-7%	4.2%	4
O=C(Nc1ccnn1C1CCN(Cc2ccc(O)c(Cl)c2)CC1)C1CCCC1	7	0%	8	1	-3%	-11	-27%	-0.6%	1
O=C(Cc1cccc(C(F)(F)F)c1)Nc1ccccc1N1CCCC1	-1	0%	5	1	0%	-5	0%	-0.7%	8
Cc1cccc(NC(=O)CCC2CCN(C(=O)c3ccc(C)s3)CC2)c1	-8	0%	-20	-4	-7%	0	-4%	9.0%	6
COc1ccc(N2CCN(Cc3cc(=O)oc4c3ccc3ccccc34)CC2)cc1	5	x	-13	-6	x	x	x	1.8%	3
CC(=O)c1c(C)c2c(n1CCN(C)C)CCCC2	-26	3%	-7	-8	-6%	-6	7%	-1.3%	0
Nc1nc(-c2ccc(Cl)cc2)nc(-c2ccc(Cl)cc2)n1	13	4%	-35*	-3	1%	-4	-5%	0.0%	1
Cc1cc2c(cn1)C(CCC#N)(CCC#N)c1ccccc1-2	2	3%	11	0	-4%	0	-9%	-1.1%	4
CC(C)=CCN1CCN(Cc2cc(F)ccc2-n2nc(C)cc2C)CC1CCO (configuration not stated)	-5	5%	-8	2	-1%	12	-3%	1.4%	0
CC(C)Oc1ccc(CNC(=O)Nc2ccc3c(c2)N(C)C(=O)c2ccccc2S3)cc1	18	-2%	-4	-4	-5%	-16	1%	u	25
CCNC(=O)N1C(CC(=O)OCC)C(=O)NC2CCCCC21 (configuration not stated)	17	-1%	-6	10	3%	-6	3%	0.2%	2
CN(CC(=O)Nc1ccc(F)cc1)C(=O)CN1C(=O)NC2(CCCc3ccccc32)C1=O (configuration not stated)	11	-5%	-19	-3	1%	-7	0%	0.5%	2
CCOc1ccc(C2C(C(=O)/C=C/c3ccco3)=C(O)C(=O)N2CCN2CCOCC2)cc1OC (configuration not stated)	5	-4%	14	1	-1%	-10	u	-2.4%	4
C/C(=N\Nc1cccc([N+](=O)[O-])c1)c1cc(F)ccc1O	18	-4%	5	-14	2%	11	7%	3.5%	4
O=C(O)C1CC(=O)N(C2CCCCCC2)C1 (configuration not stated)	-1	-3%	7	0	-5%	-7	3%	-0.1%	1
COCCOc1cc(-n2ccnc2SC)c(Cl)cc1Cl	-1	-10%	-5	-2	0%	-5	2%	1.3%	6
O=C(O/C(=C/c1ccccc1)C(F)(F)F)c1ccccc1	x	3%	x	x	-3%	-8	8%	x	x
COc1ccc2[nH]c3c(=O)n4c(nc3c2c1)SCCC4	4	-9%	18	1	3%	7	9%	-0.2%	1
CCOc1cc(/C=N/NC(=O)C(=O)NCc2ccc3c(c2)OCO3)ccc1OCC(=O)N1CCOCC1	-6	2%	-11	-5	-6%	10	-5%	3.6%	0
CCSc1nc2c(sc3ccccc32)c(=O)n1C(C)C	5	1%	-8	2	-4%	3	5%	-0.1%	1
NC(=O)C1(N2CCCCC2)CCN(C(=S)NC2CCCC2)CC1	1	-5%	7	11	-1%	-9	u	1.2%	1
Cc1ccc(-c2ccc(=O)n(CC(=O)NCCN3C(C)CCCC3C)n2)cc1 (configuration not stated)	-13	3%	4	-9	-1%	-8	-10%	1.3%	0
Cn1c(N/N=C/c2cccs2)cc(=O)n(C)c1=O	3	-11%	0	0	4%	1	0%	0.9%	4
O=C(NCc1ccc(F)cc1)c1cc(-c2ccncc2)nc2ccccc12	-9	-2%	1	-5	-2%	-12	4%	-0.8%	3
COC(=O)c1ccc(CSc2nc3c([nH]c4ccccc43)c(=O)n2-c2cccc(Cl)c2)o1	2	-2%	0	2	-2%	x	-7%	0.0%	1
COc1ccc(-n2c(Cc3ccccc3)nnc2SCc2ccc([N+](=O)[O-])cc2)cc1	3	0%	16	-4	-3%	-8	-2%	1.0%	3
Cc1cc(OCC(=O)NCc2ccccn2)c2c(C)c(C)c(=O)oc2c1	2	3%	-15	-3	4%	u	-6%	23%	1
COc1ccc(OCCCC(=O)Nc2ccc3c(c2)OCCO3)cc1	-8	1%	-11	-3	2%	3	5%	0.3%	7
COc1ccc(N2CCN(CCNS(=O)(=O)c3cccc4nsnc34)CC2)cc1	-24	1%	-5	4	2%	-3	4%	-0.1%	-2
COC(=O)c1ccc(CNC(=O)c2ccc3c(c2)OCCO3)cc1	-20	-3%	27	-3	2%	-7	3%	5.0%	-1
COC(=O)c1cccc(NC(=O)Cc2nc(-c3ccccc3)sc2-c2ccc(C)cc2)c1	-2	-6%	-1	-3	-2%	30	-3%	0.8%	7
COc1cc2c(cc1OC)C(c1ccncc1)CC(=O)N2 (configuration not stated)	8	4%	-6	2	0%	x	-16%	0.1%	1
O=C(c1ccccc1)c1ccc(OCCn2cnc3ccccc3c2=O)cc1	1	3%	-29	-6	-10%	2	3%	-0.4%	2
O=C1CC(N2CCN(S(=O)(=O)c3ccc([N+](=O)[O-])cc3)CC2)C(=O)N1c1ccccc1F (configuration not stated)	-12	4%	-15	-5	0%	-5	6%	-0.5%	23
CN1Cc2cc(C(=O)c3cc(Cl)cc(CSc4ncccn4)c3O)cnc2NC1=O	13	x	-6	3	x	x	x	9.9%	3
O=C(COC(=O)c1ccc2c(c1)C(=O)N(Cc1ccco1)C2=O)NCC(F)(F)F	26	2%	17	9	-2%	0	-14%	1.7%	0
COc1ccc(C(=O)Nc2nccs2)cc1	5	0%	6	-9	-5%	5	-4%	-4.2%	-1

An excerpt from above with just D1 PAM, D1 antag and Vif-APOBEC3G blk:
smiles	D1 PAM	D1 antag	Vif-APOBEC3G blk
Cn1c(N/N=C/c2cccs2)cc(=O)n(C)c1=O	0	0	-11%
O=C(COC(=O)c1ccc2c(c1)C(=O)N(Cc1ccco1)C2=O)NCC(F)(F)F	9	17	2%
CC(=O)c1c(C)c2c(n1CCN(C)C)CCCC2	-8	-7	3%

An excerpt, so the mix of outcomes need not match the whole.
